# Screening results (PubChem BioAssay)
# Cycloheximide cs – Cycloheximide Counterscreen for Small Molecule Inhibitors of Shiga Toxin | max response, % | 300,000 tested, 12% active | cell reporter, cycloheximide protein synthesis inhibition counterscreen; in the data active = max response mostly above about 13%, no sharp cut-off; inactive = mostly below about 14%; also: read at 38.3 µM for the half of the compounds with a filed dose; 0% is about no effect
# Shiga toxin inh – A qHTS for Small Molecule Inhibitors of Shiga Toxin | inhibition, % at 38.7 µM | AID 2315, 2010 | 290,000 tested, 9.2% active | Vero cells, Shiga toxin protein synthesis inhibition reporter; in the data active = inhibition mostly above about 28%, no sharp cut-off; inactive = mostly below about 43%; also: 0% is about no effect
# HCV inhibitor – qHTS Assay for Inhibitors of Hepatitis C Virus (HCV). AID 651820, 2012. Potency, µM (series often up to 41.8 µM), for the others: top-dose activity change, negative = inhibition, actives largely listed as inhibitors. 340,000 tested, 3.4% active. Huh7.5.1 HCVcc-Cre infection, luciferase reporter, 44 h; also: potency is read from the fitted curve at half-maximal effect; % is scaled to controls: 0 for no effect and ±100 for the full control effect
#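 Infectious HCV cell culture screen: compound-treated cells (1,000/well, pre-plated 4 h) are infected with HCVcc-Cre at roughly 0.5 moi and grown 44 h. Infection is quantified by luciferase signal after 15 min substrate incubation at room temperature.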
# LmPK inh – qHTS Assay for Inhibitors of Leishmania Mexicana Pyruvate Kinase (LmPK). Q27686. purified LmPK, Kinase-Glo ATP luminescence, 1 h. Potency, µM (highest dose often 57.5 µM), for inactives: at the top dose activity change, negative = inhibition, usual class: inhibitors. 290,000 tested, 0.37% active. AID 1721, 2009; also: potency is read from the fitted curve at half-maximal effect; % is scaled to controls: 0 for no effect and ±100 for the full control effect
# Target sequence (Q27686 whole entry, looked up): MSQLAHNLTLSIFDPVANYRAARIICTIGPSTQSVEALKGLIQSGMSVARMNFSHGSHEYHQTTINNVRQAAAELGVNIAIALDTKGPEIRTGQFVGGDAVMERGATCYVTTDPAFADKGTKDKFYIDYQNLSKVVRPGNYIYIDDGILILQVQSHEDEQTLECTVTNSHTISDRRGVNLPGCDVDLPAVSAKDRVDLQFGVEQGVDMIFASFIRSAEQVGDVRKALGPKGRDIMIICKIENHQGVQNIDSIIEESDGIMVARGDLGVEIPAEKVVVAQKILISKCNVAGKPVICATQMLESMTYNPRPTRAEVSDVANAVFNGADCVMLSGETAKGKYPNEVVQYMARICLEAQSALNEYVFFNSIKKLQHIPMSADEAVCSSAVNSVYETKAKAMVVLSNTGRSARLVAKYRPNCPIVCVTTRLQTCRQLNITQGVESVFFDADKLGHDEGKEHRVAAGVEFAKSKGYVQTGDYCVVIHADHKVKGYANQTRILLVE
#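 qHTS format; LmPK 0.1 nM; substrates PEP 0.5 mM and ADP 0.1 mM. One-hour room-temperature incubation, then coupled luciferase luminescence; 0.5 nM enzyme wells mark activation.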
# TbPYK inhibitor – qHTS of Trypanosoma Brucei Inhibitors; TbPYK enzyme, Kinase-Glo Plus ATP luminescence, 45 min; Potency, µM (top dose mostly 76.8 µM), without a hit: top-dose activity, negative = inhibition, usual class: inhibitors; 410,000 tested, 0.12% active; AID 624173, 2012; also: potency is read from the fitted curve at half-maximal effect; % is scaled to controls: 0 for no effect and ±100 for the full control effect; nearly all actives have a fitted effect of over 50% in size
#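 Activity of T. brucei pyruvate kinase was followed by Kinase-Glo Plus luminescence after the enzyme reacted 45 min at room temperature with 130 uM ADP (final) and substrate. Test compounds were added before ADP at multiple concentrations.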
# Pf growth 96h – Primary qHTS for delayed death inhibitors of the malarial parasite plastid, 96 hour incubation; Potency, µM (top dose mostly 28.7 µM), without a hit: at the highest dose activity change, negative = inhibition, hits mostly inhibitors; 320,000 tested, 6.9% active; P. falciparum luciferase reporter growth, 96 h; also: potency is read from the fitted curve at half-maximal effect; % is scaled to controls: 0 for no effect and ±100 for the full control effect
#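 Compounds incubated with erythrocytes infected by luciferase-expressing P. falciparum (2% hematocrit, 0.05% parasitemia final) for 96 hours, 37 C in 5% CO2. Growth inhibition scored as decreased luciferase luminescence.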
# Pf growth 48h – Primary qHTS for delayed death inhibitors of the malarial parasite plastid, 48 hour incubation; 310,000 tested, 5.9% active; AID 504832, 2011; Potency, µM (titrated, usually from 28.7 µM), for the others: at the highest dose activity change, negative = inhibition, most hits filed as inhibitors; P. falciparum luciferase growth in erythrocytes, 48 h; also: potency is read from the fitted curve at half-maximal effect; % is scaled to controls: 0 for no effect and ±100 for the full control effect
#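 Parasite viability was followed by luminescence of a genomically integrated firefly luciferase. Cultures held 0.1% parasitemia at 2% hematocrit (final), incubated under 5% CO2 at 37 C.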
# * hit, by the source's call; ? = inconclusive; . = not tested or not shown; & = joins results of further samples; [ ] = remark or other dose. Unless noted, calls follow the shape of the dose curve; as a rule, active = well fitted curve in the direction sought with a large enough effect; inconclusive = small, poorly fitted or top-dose-only effect, or another doubt; inactive = no such curve, though single readings can be large; an effect the other way counts as inactive or inconclusive.
no.	compound	Cycloheximide cs	Shiga toxin inh	HCV inhibitor	LmPK inh
1	O=S(=O)(NCC(c1cccs1)N1CCc2ccccc2C1)c1ccccc1 (configuration not stated)	.	.	2%	.
2	O=C(O)C1C2C=CC(C2)C1C(=O)NCc1ccccn1 (configuration not stated)	-2	-18	.	3%
3	COCCNC(=S)N/N=C(\C)c1ccccc1F	-1	18	-7%	6%
4	COc1ccc(NC(=O)c2cccn(CC=C(C)C)c2=O)cc1	40*	58*	?	8%
5	Cc1nn(-c2ccccn2)c2c1-c1nc(N3CCOCC3)ncc1CC2	6	-6	23%	5%
6	Cc1cccc(NC(=O)Nc2nnc(-c3ccccc3)o2)c1	2	-5	-3%	2%
7	CS(=O)(=O)N1CCN(C(=O)Cc2ccccc2Cl)CC1	0	-15	-3%	-1%
8	CCCN(CCC)C(=O)CC(c1ccccc1)C1CCOC(C)(C)C1 (configuration not stated)	-1	10	8%	3%
9	CCCCN(CCCC)CC(O)Cn1c2ccccc2c(=O)c2ccccc21 (configuration not stated)	1	-11	?	1%
10	CCc1nnc(NS(=O)(=O)c2ccc(NC(=O)c3ccco3)cc2)s1	1	-4	12%	1%
11	O=C(NC1CCC(O)CC1)c1cc(-c2ccco2)nc2ccccc12 (configuration not stated)	2	-12	9%	10%
12	O=C(CCNC(=O)c1ccco1)NCCN1C(=O)S/C(=C\c2ccc(F)cc2)C1=O	.	.	-12%	.

no.	TbPYK inhibitor	Pf growth 96h	Pf growth 48h
1	-9%	-10%	?
2	.	?	4%
3	2%	9.3µM*	?
4	-3%	40%[activator]	169%[activator]
5	-11%	-13%	?
6	-10%	5%	10%
7	9%	?	5%
8	1%	-32%	?
9	1%	?	?
10	1%	0%	-7%
11	-11%	46%[activator]	?
12	2%	-2%	60%[activator]

# 3 structures already listed, arranged by molar mass, smallest number first:
no.	compound	Cycloheximide cs	Shiga toxin inh	HCV inhibitor	LmPK inh
6	Cc1cccc(NC(=O)Nc2nnc(-c3ccccc3)o2)c1	2	-5	-3%	2%
4	COc1ccc(NC(=O)c2cccn(CC=C(C)C)c2=O)cc1	40*	58*	?	8%
5	Cc1nn(-c2ccccn2)c2c1-c1nc(N3CCOCC3)ncc1CC2	6	-6	23%	5%

no.	TbPYK inhibitor	Pf growth 96h	Pf growth 48h
6	-10%	5%	10%
4	-3%	40%[activator]	169%[activator]
5	-11%	-13%	?

# Later entries.
no.	compound	Cycloheximide cs	Shiga toxin inh	HCV inhibitor	LmPK inh
13	CN1CCC(=NNC(=O)CN(c2ccc(Oc3ccccc3)cc2)S(C)(=O)=O)CC1	12	26	-3%	2%
14	CCCCCCCNC(=O)C1(CC2CC(c3cccc(Br)c3)=NO2)CCN(C(=O)c2ccccc2)CC1 (configuration not stated)	.	.	-5%	.
15	COc1cc(/C=C2\C(=O)NN(c3ccc(C)cc3)C2=O)cc([N+](=O)[O-])c1O	-1	-10	-5%	-9%
16	Cc1ccc(C2(CCNCc3ccc(N(C)C)cc3)CCOC(C(C)C)C2)cc1 (configuration not stated)	-3	-19	?	-2%
17	COCCC(=O)Nc1ccc2c(c1)CN(C(=O)c1ccc(CSC)o1)CC2	-3	2	10µM*	3%
18	Cc1ccc(C(=O)NC(=O)CSc2nnc(C)s2)cc1	1	-17	6%	6%
19	O=C(O)c1cccc(S(=O)(=O)N2CCC(Cc3ccccc3)CC2)c1	-3	-9	9%	-2%
20	Cn1c(=O)c2c(nc(Oc3ccc4ccccc4c3)n2C)n(C)c1=O	-8	-8	-15%	1%
21	COc1ccc(OC)c(C2=Nn3c(nnc3-c3cccc(OC(C)C)c3)SC2)c1	2	-18	10µM*	3%
22	OCCCc1nc2n(n1)C(c1ccccc1)C=C(c1ccc(F)cc1)N2 (configuration not stated)	4	-9	11µM*	6%
23	COC(=O)c1[nH]c2ccc(C)cc2c1NS(=O)(=O)c1ccc(F)cc1	5	-23	-6%	3%
24	Cc1ccc(NC(=O)c2cc(=O)n(Cc3ccccc3)c(=O)[nH]2)cc1C	4	-9	-4%	-5%

no.	TbPYK inhibitor	Pf growth 96h	Pf growth 48h
13	-3%	-17%	1%
14	1%	?	13µM*
15	-9%	12%	6%
16	6%	-13%	?
17	-10%	13µM*	?
18	-7%	31%[activator]	23%
19	2%	-64%	-8%
20	-3%	?	.
21	-1%	?	8.3µM*
22	-16%	-13%	?
23	-7%	2%	?
24	-1%	6%	21%

# 5 records drawn at random from those above:
no.	compound	Cycloheximide cs	Shiga toxin inh	HCV inhibitor	LmPK inh
22	OCCCc1nc2n(n1)C(c1ccccc1)C=C(c1ccc(F)cc1)N2 (configuration not stated)	4	-9	11µM*	6%
18	Cc1ccc(C(=O)NC(=O)CSc2nnc(C)s2)cc1	1	-17	6%	6%
16	Cc1ccc(C2(CCNCc3ccc(N(C)C)cc3)CCOC(C(C)C)C2)cc1 (configuration not stated)	-3	-19	?	-2%
6	Cc1cccc(NC(=O)Nc2nnc(-c3ccccc3)o2)c1	2	-5	-3%	2%
2	O=C(O)C1C2C=CC(C2)C1C(=O)NCc1ccccn1 (configuration not stated)	-2	-18	.	3%

no.	TbPYK inhibitor	Pf growth 96h	Pf growth 48h
22	-16%	-13%	?
18	-7%	31%[activator]	23%
16	6%	-13%	?
6	-10%	5%	10%
2	.	?	4%

# The list goes on.
no.	compound	Cycloheximide cs	Shiga toxin inh	HCV inhibitor	LmPK inh
25	CC1=C2C3OC(=O)C(C)C3CC[C@@]2(C)C=CC1=O (some centres not stated)	-3	-19	-18%	4%
26	CC(=O)C1=C(C)NC(SCC(N)=O)=C(C#N)C1C (configuration not stated)	-3	-18	11%	15%
27	CC(C)(C)c1ccc(-c2nc(SCC(=O)Nc3ccc(Cl)cc3)[nH]c(=O)c2C#N)cc1	2	32	.	.
28	COc1ccc(N2CCN(C(=O)CSc3nc4nc(C)cc(C)n4n3)CC2)cc1	.	.	1%	.
29	CCNCCNc1ccc([N+](=O)[O-])c2cccnc12	13	14	-19%	1%
30	CN(C1CCCCC1)C(CNS(=O)(=O)c1ccc(Cl)cc1)c1ccccc1 (configuration not stated)	-2	-10	2%	-1%
31	COc1ccc(/C=c2\s/c(=C/C(=O)c3ccc(C)cc3)[nH]c2=O)cc1OC	1	-15	?	0%
32	c1ccc(Cn2c(CNc3nc4ccccc4n3CCN3CCCCC3)nc3ccccc32)cc1	-2	-3	11µM*	4%
33	CC(C)Oc1ccc(C(=O)O)c(C(=O)O)c1	2	-18	4%	-10%
34	Cc1cccc(Oc2coc3cc(OC(=O)c4cncc(Br)c4)ccc3c2=O)c1	2	22	17%	10%
35	O=C(OCC(=O)c1c[nH]c2ccccc12)c1ccco1	68*	88*	4%	1%
36	CC(=O)N1CN2CN(C1)CN(C(C)=O)C2	-3	6	30%[activator]	4%

no.	TbPYK inhibitor	Pf growth 96h	Pf growth 48h
25	1%	13%	32%[activator]
26	8.9µM*	.	-1%
27	2%	.	.
28	6%	13µM*	?
29	2%	?	-42%
30	-7%	?	?
31	-5%	?	5%
32	8%	-20%	4.7µM*
33	-2%	45%[activator]	1%
34	-7%	39%[activator]	25%
35	-10%	5.2µM*	19%
36	-3%	?	0%

no.	compound	Cycloheximide cs	Shiga toxin inh	HCV inhibitor	LmPK inh
37	CC(NCc1nc2ccccc2n1C)C12CC3CC(CC(C3)C1)C2 (configuration not stated)	-2	-7	12%	4%
38	COC(=O)c1ccc(C[n+]2ccccc2)cc1	3	.	-3%	0%
39	CCOC(=O)C1CCCN(CCC(=O)Nc2ccccc2C)C1 (configuration not stated)	-1	2	-7%	-2%
40	COC(=O)CSc1n[nH]c(=S)s1	-3	-14	11%	4%
41	Cc1ccc(NC(=O)C2CCCN(S(=O)(=O)c3cnc[nH]3)C2)c(Br)c1 (configuration not stated)	0	-2	19%&14%	-2%
42	CCC(C)NC(=O)Cn1c(-c2ccccc2)cc(C(C)=O)c1C (configuration not stated)	35	19	9%	-2%
43	CCN(CC)C(=O)CN1C(=O)c2cccc3cccc(c23)C1=O	-4	1	-15%	0%
44	CNC(=O)c1c(C)noc1C	-2	-5	13%	-3%
45	C=CCn1c(C(CCC(C)C)CC(C)(C)O)n[nH]c1=S (configuration not stated)	-2	-6	-5%	-26%
46	Cc1ccc(C)c(-n2c(CNC(=O)c3ccco3)nnc2SCC(=O)Nc2nnc(C)s2)c1	-2	-16	-4%	3%
47	CC(=O)NC1C(OCc2ccccc2)OC(COC(C)=O)C(OC(C)=O)C1OC(C)=O (configuration not stated)	-1	-18	20%	6%
48	CCCCN(C(=O)c1ccccc1F)c1c(N)n(CCC)c(=O)[nH]c1=O	-4	-10	19%	0%

no.	TbPYK inhibitor	Pf growth 96h	Pf growth 48h
37	-5%	1%	?
38	2%	-29%	11%
39	3%	-1%	0%
40	?	-7%	1%
41	-1%	22%	19%
42	-3%	?	24%
43	-3%	18%	?
44	2%	5%	17%
45	?	17%	12%
46	0%	26%	.
47	-1%	-30%	12%
48	-3%	38%	-4%

no.	compound	Cycloheximide cs	Shiga toxin inh	HCV inhibitor	LmPK inh
49	Cc1ccccc1Sc1ncnc2onc(C)c12	1	-22	?	5%
50	Cc1ccc(NC(=O)N2CCC(NC(=O)c3ccco3)CC2)cc1	5	-3	8%	-3%
51	NC(=S)NNC(=O)c1ccccc1Cl	2	-8	5%	0%
52	Cc1cc(C)cc(NC(=O)C2CCCN2S(=O)(=O)c2cccc3cccnc23)c1 (configuration not stated)	0	0	-26%	-6%
53	CC1(C)Cc2c(C#N)c(SCc3nc4ccccc4[nH]3)nc(N3CCOCC3)c2CO1	4	-4	?	0%
54	Cc1nnc2n(Cc3ccccc3)c(=O)c3c4c(sc3n12)COC(C(C)C)C4 (configuration not stated)	-4	-7	2%	-1%
55	Cc1nn(C)c(C)c1/C=N/N=C1\CCC2C3CCc4cc(O)ccc4C3CCC12C (configuration not stated)	-2	19	14%	4%
56	CCN(CC(=O)N1CCN(c2ccccc2)CC1)S(=O)(=O)c1ccc(C)cc1	5	10	6%	1%
57	CCc1nc2n(n1)C(O)c1cc([N+](=O)[O-])ccc1S2 (configuration not stated)	-3	-9	?	-2%
58	COc1cccc(N2C(=O)CC(N3CCC(C(N)=O)(N4CCCCC4)CC3)C2=O)c1 (configuration not stated)	9	-4	11%	-1%
59	Cc1nc2ccc(NC(=O)c3ccc(Br)o3)cc2s1	36*	66*	-17%	-6%
60	O=C(N1CCN(c2cccc(Cl)c2)CC1)C1(c2cccs2)CCOCC1	1	-3	?	4%

no.	TbPYK inhibitor	Pf growth 96h	Pf growth 48h
49	-1%	8.3µM*	.
50	-3%	-20%	8%
51	6%	43%[activator]	7%
52	-12%	?	-32%
53	-7%	22%	?
54	-7%	?	?
55	-1%	.	2.9µM*
56	-1%	?	-3%
57	1%	42%[activator]	44%
58	-1%	?	17%
59	29%	162%[activator]	89%[activator]
60	2%	?	-28%
